aDG glyco act: alpha-DG glycosylation activation; actives 0.22% (n = 360,000); Pro5-aDG cells, alpha-DG glycosylation AlphaScreen (IIH6); 0% Pro5, 100% B10-LARGE cell signal; activation, % at 10 µM;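 active = activation of at least 8% versus controls, or a plate z-score of at least 8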;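 also: Pro5 are CHO cells carrying HIG-tagged alpha-DG that lacks glycosylation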
Vif imaging: blocks HIV Vif function; HEK293T cells, Vif self-association by quenched fluorescence, imaging, 24 h; inhibition, % at 7.49 µM; actives 0.35% (n = 340,000); AID 602346; in the data active = inhibition above about 50%, passing the limit was not always enough; also: some results filed as inactive read as strong as hits
NOD2 RIPK2 PPI: NOD2-RIPK2 protein interaction inhibition | CHO BLA complementation NOD2-RIPK2, CCF4 ratio | inhibition, % at 4.98 µM | AID 624267 | O43353 | actives 0.38% (n = 360,000); in the data active = inhibition above about 21%;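 also: 0% = vehicle only and 100% = reference blocker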
ABCB6 inh MLPCN: blocks the human ABCB6 transporter; fluorescence ratio to DMSO, % at 10 µM; K562-ABCB6 porphyrin accumulation, flow cytometry, 1 h; hits give low values; Q9NP58; actives 0.19% (n = 360,000); AID 602162;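 active = fluorescence ratio to DMSO below 75%, the collection mean minus 3 SD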;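 also: signal is porphyrin accumulated inside mitochondria; 100% equals median channel fluorescence of DMSO control wells; lower ratio means ABCB6 inhibition with less porphyrin fluorescence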
Glyco luc inh: N-linked glycosylation inhibition; D54 ERlucT glycosylation luciferase reporter, 24 h; percent of 100 nM tunicamycin response; reporter increase, % at 12.5 µM; actives 0.23% (n = 360,000);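 active = mean luciferase reporter signal, scaled so untreated is 0 and the glycosylation-blocking control 100, at or above a set limit in every replicate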;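 also: luciferase carries N-glycosylation sites so blocking glycosylation raises the light; 0% = median of neutral control wells and 100% = median of 100 nM tunicamycin wells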
Exocytosis inh: lytic granule exocytosis inhibition; TALL-104 LAMP-1 surface exposure, flow cytometry; cells stimulated with thapsigargin and PMA; actives 0.66% (n = 360,000); inhibition, % at 10 µM;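 active = inhibition above about 55%, limit read from the data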
MC4R barr agon: agonists of human melanocortin 4 receptor (MC4R) beta-arrestin; P32245; U2OS MC4R beta-arrestin complementation, luminescence; percent of melanotan II response, DMSO zero; activation, % at 8.9 µM; actives 0.98% (n = 360,000);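 active = activation above a per-plate cutoff, the mean activation of sample wells on that plate plus 3 SD, cut at about 8% in these data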
ABHD5-PLIN5 inh: blocks binding of human ABHD5 to perilipin-5; Q00G26+Q8WTS1; actives 0.78% (n = 360,000); Split G. princeps luciferase complementation, luminescence, 4 h; inhibition, % at 4 µM;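 active = inhibition above the mean inhibition across every tested compound plus 3 SD, cut at about 22% in these data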;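 also: 0% = DMSO only wells and the 100% control is not disclosed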
Target sequence (Q00G26 whole entry, looked up): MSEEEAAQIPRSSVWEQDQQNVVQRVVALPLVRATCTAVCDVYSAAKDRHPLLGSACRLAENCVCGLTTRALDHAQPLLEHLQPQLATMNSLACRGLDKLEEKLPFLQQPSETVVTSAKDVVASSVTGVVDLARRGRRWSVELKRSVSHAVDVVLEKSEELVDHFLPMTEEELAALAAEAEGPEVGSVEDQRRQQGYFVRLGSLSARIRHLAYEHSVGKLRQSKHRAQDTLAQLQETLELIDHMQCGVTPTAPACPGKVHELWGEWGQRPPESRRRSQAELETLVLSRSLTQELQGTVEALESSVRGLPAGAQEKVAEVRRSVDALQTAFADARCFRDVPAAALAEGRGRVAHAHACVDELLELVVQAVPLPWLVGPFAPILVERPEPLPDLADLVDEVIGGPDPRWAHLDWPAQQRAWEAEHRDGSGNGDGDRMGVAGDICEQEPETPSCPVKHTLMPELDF
Target sequence (Q8WTS1 whole entry, looked up): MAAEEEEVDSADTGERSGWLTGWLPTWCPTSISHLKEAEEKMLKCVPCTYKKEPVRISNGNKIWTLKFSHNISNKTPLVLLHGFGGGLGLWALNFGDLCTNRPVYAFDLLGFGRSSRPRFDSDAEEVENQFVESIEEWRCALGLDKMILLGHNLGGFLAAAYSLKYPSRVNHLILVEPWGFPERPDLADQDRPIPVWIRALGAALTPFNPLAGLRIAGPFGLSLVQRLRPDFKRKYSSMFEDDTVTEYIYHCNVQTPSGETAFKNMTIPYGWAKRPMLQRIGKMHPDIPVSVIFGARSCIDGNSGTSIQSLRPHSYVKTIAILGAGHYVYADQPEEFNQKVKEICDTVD
MC4R antagonist: blocks human MC4R cAMP signaling; AID 540295; P32245; inhibition, % at 6.5 µM; actives 0.48% (n = 360,000); MC4R-expressing cells, MTII-stimulated cAMP, LANCE TR-FRET;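 active = inhibition above its plate's cutoff, the mean of tested wells on that plate plus 3 SD, cut at about 29% in these data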;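 also: 0% = Melanotan II alone and 100% = Melanotan II plus saturating MCL0020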
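system = U2OS cells with stable human MC4R expression | also added = Melanotan II challenge after compound preincubation | dosing = one concentration, 6.5 µM nominal | incubation = compound 30 min, challenge 1 h, detection 1 h | measured by = TR-FRET with Eu-cAMP and labeled anti-cAMP, 671 nm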
TLR9-MyD88 block: inhibitors of human TLR9-MyD88 binding; Q9NR96+Q99836; CHO BLA complementation TLR9-MyD88, CCF4 FRET ratio; inhibition, % at 4.98 µM; actives 0.21% (n = 340,000); AID 504734;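 active = inhibition above the mean over all tested compounds plus 3 SD, cut at about 21% in these data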;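 also: 0% = DMSO only wells and 100% = clavulanate BLA inhibitor control wells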
* marks the source's active call; other numbers are inactive results; x = not tested or not shown. A portion of the library, so the mix of outcomes need not match the whole.

Below each SMILES: aDG glyco act	Vif imaging	NOD2 RIPK2 PPI	ABCB6 inh MLPCN	Glyco luc inh	Exocytosis inh	MC4R barr agon	ABHD5-PLIN5 inh	MC4R antagonist	TLR9-MyD88 block
O=C(CCNC(=O)c1ccccc1Cl)N/N=C\c1ccc(O)cc1
  0.0	4	7	94	-1	-1	0.7	-2	3	0
O=[N+]([O-])c1ccc(N/N=C/c2ccccc2)cc1
  0.0	-5	25*	98	1	-14	-0.3	-4	-1	21*
CCN(C(=O)Cn1c(=O)oc2cc(S(=O)(=O)N3CCCC3)ccc21)c1ccc(OC)cc1
  -0.3	x	5	101	-4	-4	1.5	-5	-1	1
Cc1[nH]n(-c2ccccc2)c(=O)c1C=Nc1cccc(F)c1
  -0.2	3	-4	95	2	-3	-0.1	-9	-5	-3
CC1=C(C(N)=O)C(c2ccncc2)n2nc(-c3ccccc3Cl)nc2N1 (configuration not stated)
  -0.1	-7	-10	98	-3	-7	-1.6	-2	6	-5
CCNC(=O)c1ccc(NC(=O)CC2SC(N3CCCC3)=NC2=O)cc1 (configuration not stated)
  0.0	-29	5	98	-1	-5	0.1	11	1	2
COc1ccc(NC(=O)N/C=C/c2ccccc2)cc1
  0.6	15	-2	100	-1	1	-2.2	-2	3	-10
COC(=O)c1cc(S(=O)(=O)NCCc2ccc(SC)cc2)c[nH]1
  0.0	-4	0	102	-3	-5	-2.3	-4	-3	1
N=c1oc2ccc3ccccc3c2cc1-c1nnc2n1CCCCC2
  -0.1	2	-18	100	5	-2	-0.5	-7	22	-5
O=C(NNC(=O)c1cc2cc3ccccc3nc2s1)c1cccc(C(F)(F)F)c1
  0.1	-1	-6	99	2	2	-2.3	-4	-6	5
CS(=O)(=O)N(CC(=O)N1CCN(c2ccccc2)CC1)c1cccc(Br)c1
  0.3	12	0	100	1	1	-0.1	0	4	-19
CC(=O)Nc1cccc(-c2cc(NC=O)c3ncc(-c4ccc(C(C)=O)cc4)n3c2)c1
  -0.3	-2	-9	97	-5	-8	-1.9	-1	3	x
N/C(=N\OC(=O)COc1ccccc1)c1ccncc1
  0.0	-6	-2	99	0	-1	-2.9	4	-10	-2
CCN(CC)c1ccc(C(=O)NNC(=O)c2ccc3c(=O)n4c(nc3c2)CCC4)cc1
  -0.1	-15	-8	97	4	-4	-2.0	-4	3	6
CCN1CCCC1Cn1cnc2c([nH]c3ccc(C)cc32)c1=O (configuration not stated)
  0.6	-1	5	99	-3	-1	-1.5	1	8	4
O=C(COc1ccccc1)NCc1nnc2c3ccccc3c(-c3ccccc3)nn12
  -0.1	0	0	100	2	-6	-1.0	5	12	-8
CC(C)C(c1nnnn1CC1CCCO1)N1CCN(C2CCCC2)CC1 (configuration not stated)
  0.0	57*	-20	104	-4	-5	1.1	-4	14	-1
COc1cccc(-c2csc(N3CCN(C(=S)Nc4cccc(C)c4)CC3)n2)c1
  2.1	-3	0	96	-3	-4	-0.6	-7	-7	8
CC(C)Cc1cc(C(=O)Nc2sc3c(c2C#N)CCC3)no1
  -0.3	x	-10	98	0	-2	-0.6	4	2	-2
CCOc1ccccc1N1CCN(CC(=O)N(C2CCCC2)C2CCS(=O)(=O)C2)CC1 (configuration not stated)
  0.5	-3	-5	101	0	0	-0.9	4	-1	2
CCCc1sc(N/N=C/c2ccccn2)nc1-c1ccc(Br)cc1
  1.5	-2	-5	97	-14	3	-2.3	3	0	3
COc1ccc(Cn2nnnc2C(c2cccs2)N2CCOCC2)cc1 (configuration not stated)
  -0.4	-6	-4	94	-1	1	-0.6	1	11	-1
CC1CN(C(=S)SCC(=O)c2ccc(Cl)cc2)CC(C)O1 (configuration not stated)
  0.1	7	2	100	-4	6	0.0	1	14	0
COc1cc(OC)cc(C(=O)NCC(=O)NC(C)c2ccccc2)c1 (configuration not stated)
  -0.1	x	-3	97	1	-3	-0.1	-5	2	-2
CCCSc1nnc(Nc2ccccc2C)s1
  0.0	-3	-2	94	-2	-2	-1.6	-3	3	-2
COc1ccc(-c2c(-c3ccsc3)oc(=O)c3cc(OC)c(OC)cc23)cn1
  0.0	10	-3	95	1	9	-1.4	-1	2	-2
COC(=O)C1=C(C)N(Cc2ccc(C)cc2)C(=O)C1
  -0.1	5	-2	104	0	-1	-1.3	-5	4	6
CCN(C(=O)COC(=O)c1c(NC(C)=O)sc(C)c1C)C1CCS(=O)(=O)C1 (configuration not stated)
  0.1	5	-1	95	2	2	-1.4	-1	-1	0
COc1ccc(-n2c(=S)[nH]c3cc(C(=O)NCCCN4CCOCC4)ccc3c2=O)c(OC)c1
  -0.1	0	-6	95	1	-1	1.1	1	22	-4
CC(=O)Nc1sc(N/N=C\c2ccccc2)nc1-c1cccs1
  0.7	5	10	109	-6	-1	1.4	-8	-4	-16
CC(NCc1ccc(OCC(N)=O)cc1)C12CC3CC(CC(C3)C1)C2 (configuration not stated)
  0.2	-2	-17	101	0	3	0.2	3	1	-9
C/C(=C\C(=O)Nc1nccs1)c1ccccc1
  0.0	-7	-8	97	-3	-2	-0.6	1	-3	2
Cc1nn(CCC(N)=O)c2nc(-c3cccs3)cc(C(F)(F)F)c12
  -0.2	6	2	95	1	-1	2.3	-1	12	1
CCc1ccc(C(=O)NNC(=O)Cn2c(=O)cnc3ccccc32)cc1
  0.0	27	6	98	0	25	-1.2	-2	13	-4
N#Cc1c(Nc2ccccc2C(F)(F)F)s[nH]c1=O
  0.0	2	-53	107	0	48	-6.5	16	18	x
O=C(CCN1C(=O)/C(=C\c2ccccc2F)SC1=S)N1CCCCC1
  0.2	x	-2	99	x	-4	-2.8	-7	9	-8
COCCNc1nc(C)cc(-c2cc(C(=O)NC3CCCC3)on2)n1
  0.0	-5	-6	97	2	-2	-1.2	-5	1	1
Cc1ccc2c(c1)C(c1ccncc1)=NNC(c1ccccc1)=N2
  -0.7	4	-6	104	1	9	0.3	-4	4	-5
Cc1cc(N2CCCC2)ccc1/C=C1\NC(=S)N(C)C1=O
  1.1	6	2	250	1	-1	1.6	-2	7	-1
CN(CC(=O)NC1CC(C)(C)NC(C)(C)C1)S(=O)(=O)c1cc(Cl)ccc1Cl
  -0.1	-3	-3	99	0	-4	-2.8	3	-3	-8

TLR9-MyD88 block: entries above that show a hit
Below each SMILES: aDG glyco act	Vif imaging	NOD2 RIPK2 PPI	ABCB6 inh MLPCN	Glyco luc inh	Exocytosis inh	MC4R barr agon	ABHD5-PLIN5 inh	MC4R antagonist	TLR9-MyD88 block
O=[N+]([O-])c1ccc(N/N=C/c2ccccc2)cc1
  0.0	-5	25*	98	1	-14	-0.3	-4	-1	21*

Going on with the list:
Below each SMILES: aDG glyco act	Vif imaging	NOD2 RIPK2 PPI	ABCB6 inh MLPCN	Glyco luc inh	Exocytosis inh	MC4R barr agon	ABHD5-PLIN5 inh	MC4R antagonist	TLR9-MyD88 block
COc1cccc(OCCOc2c(OC)cccc2OC)c1
  0.1	-8	-4	89	3	-5	0.9	1	-5	2
Cc1ccc(C(=O)NCCNc2nc3cc(C)c(C)cc3cc2C)cc1
  1.0	3	0	95	-2	-5	15*	6	-4	-6
O=C(NC(NC(=S)Nc1ccccc1)C(Cl)(Cl)Cl)c1cccc(Cl)c1 (configuration not stated)
  2.6	-5	-1	96	4	1	-0.9	-3	1	-7
C=CCn1c(CCNC(=O)c2ccco2)nc2ccccc21
  0.1	1	-2	95	1	-9	2.3	0	-3	-2
O=C(C[C@@H]1C/C=C\C[C@H](NC(=O)OCC2c3ccccc3-c3ccccc32)C(=O)OC[C@@H]2CCCN2C1=O)N[C@H](CO)Cc1ccccc1
  0.1	5	-13	99	5	-2	0.8	6	5	0
CCC(=O)Nc1nnc(S(=O)(=O)N(CC(C)C)c2ccccc2)s1
  0.1	10	-9	97	-1	-2	2.0	3	1	7
COc1cc(/C=N/N2C(=O)CSC2=S)ccc1O
  -0.3	1	1	109	1	4	-3.0	-4	-2	-8
COc1ccc(C)cc1-n1nnnc1SCc1cn2ccsc2n1
  -0.1	-3	-11	98	-1	1	0.8	-1	12	-19
O=C(NCCCn1ccnc1)c1nc(Cn2ccc([N+](=O)[O-])n2)no1
  -0.1	1	4	96	1	3	-1.3	-3	-1	2
Cc1cc(C)n(C(=O)CN2C(=O)COc3ccccc32)n1
  -0.4	7	-2	96	-4	-2	-2.2	2	3	-3
O=C(N[C@@H]1C[C@H]2CC[C@@H]1C2)c1ccco1
  -0.1	-4	0	99	2	-4	-0.6	-4	0	-18
COCCCNC(=O)CN1CCN(Cc2ccccc2Cl)C1=O
  0.0	x	5	96	2	-2	-0.4	1	0	-2
CN(C)CCNC(=O)c1ccc(-c2nn(C)c(=O)c3ccccc23)cc1
  -0.1	-4	-6	92	3	1	-0.5	2	-5	-1
CCOc1cc(N2CCOCC2)c(OCC)cc1NC(=O)c1cc(C)nc2ccccc12
  -0.4	-12	5	75	9	1	4.5	15	3	10
Cc1ccc(C(=O)NCC(=O)NCc2cc(=O)n(C)c(=O)n2C)cc1C
  0.0	-4	11	101	0	0	-2.1	4	3	-1
CCN(CC)CCNC(=O)c1ccc(NC(=O)c2cccc(S(=O)(=O)N(C)C3CCCCC3)c2)cc1
  0.1	10	6	101	-3	-2	-2.1	6	1	-9
Cc1cc(=O)[nH]c(/N=C(\N)Nc2ccc3c(c2)OCCO3)n1
  -0.4	11	-2	101	3	-3	-1.1	-1	-2	-4
Cc1ccccc1CN(C)CC(=O)Nc1ccccc1-c1ccccc1
  0.4	-13	4	93	-3	26	-0.1	-8	19	-19
CC(=O)NC1C(=O)N=C(SCC(=O)NCc2ccccc2)NC1=O (configuration not stated)
  0.1	-1	-5	100	2	3	-0.8	-12	-1	6
COc1cccc(C(=O)NCC(c2cccs2)N2CCOCC2)c1 (configuration not stated)
  -0.3	-3	-7	104	-2	10	-0.9	-2	14	-9
COc1ccc(NC(=O)COC(=O)c2ccccc2SCC(=O)N2CCCC2)cc1
  -0.1	-1	-1	103	-1	-3	-2.2	6	7	0
Cc1cccn2c(=O)c3cc(C(=O)N4CCCCC4C)sc3nc12 (configuration not stated)
  -0.2	-4	-7	97	0	-2	-2.4	10	18	-5
O=C(c1sc2ccccc2c1Cl)N(Cc1ccccc1Cl)C1CCS(=O)(=O)C1 (configuration not stated)
  0.5	21	-15	98	-2	6	0.4	6	16	-6
N#CCC(=O)c1ccccc1Oc1ccc(Cl)cc1
  -0.3	-7	-8	98	1	0	-0.7	8	4	-5
CCN(C(=O)/C=C/c1ccc(OC)cc1)C1CCCCC1
  0.2	10	-13	98	-1	7	-2.8	-4	1	0
C#CCNC(=O)C1=C[C@@H](c2coc3ccccc3c2=O)C[C@@H](OCc2ccc(CO)cc2)O1
  0.3	1	-3	100	0	88*	-0.1	3	5	-3
CC(C)(C)S(=O)(=O)N1C[C@@H]2C(=CC[C@H]3C(=O)N(c4ccccc4)C(=O)[C@@H]23)[C@@H]1CCO
  0.3	x	4	108	-2	-2	-0.1	-6	0	1

From PubChem
